Bioassay records deposited in PubChem by several laboratories.
HUVEC tox TNFa: cytotoxicity in TNFa-stimulated HUVEC, primary screen, cytotoxicity control for VCAM1 expression modulator project, imaging, Hoechst nuclei count; HUVEC TNFalpha-stimulated, Hoechst cell count; cell count reduction, % at 2 µM; actives 0.17% (n = 93,000); AID 848, 2007;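 active = cell count reduction exceeding the screen mean by over 5 SD, scaled to untreated wells per plate, cut at about 78% in these data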;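 also: cells counted after 24 h of TNF alpha exposure following the 1 h pretreatment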
PLK1 inh: human PLK1 kinase inhibitors, primary screen, biochemical, TR-FRET | Serine/threonine-protein kinase PLK1 (Homo sapiens), P53350 | recombinant PLK1 kinase, TR-FRET peptide phosphorylation | inhibition, % at 10 µM | actives 0.53% (n = 97,000) | AID 619, 2007;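 active = inhibition of 50% or more in the single-concentration screen; inactive = inhibition below 50%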;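 also: 0% = DMSO max control and 100% = H-89 dihydrochloride min control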
Target sequence (P53350 whole entry, looked up): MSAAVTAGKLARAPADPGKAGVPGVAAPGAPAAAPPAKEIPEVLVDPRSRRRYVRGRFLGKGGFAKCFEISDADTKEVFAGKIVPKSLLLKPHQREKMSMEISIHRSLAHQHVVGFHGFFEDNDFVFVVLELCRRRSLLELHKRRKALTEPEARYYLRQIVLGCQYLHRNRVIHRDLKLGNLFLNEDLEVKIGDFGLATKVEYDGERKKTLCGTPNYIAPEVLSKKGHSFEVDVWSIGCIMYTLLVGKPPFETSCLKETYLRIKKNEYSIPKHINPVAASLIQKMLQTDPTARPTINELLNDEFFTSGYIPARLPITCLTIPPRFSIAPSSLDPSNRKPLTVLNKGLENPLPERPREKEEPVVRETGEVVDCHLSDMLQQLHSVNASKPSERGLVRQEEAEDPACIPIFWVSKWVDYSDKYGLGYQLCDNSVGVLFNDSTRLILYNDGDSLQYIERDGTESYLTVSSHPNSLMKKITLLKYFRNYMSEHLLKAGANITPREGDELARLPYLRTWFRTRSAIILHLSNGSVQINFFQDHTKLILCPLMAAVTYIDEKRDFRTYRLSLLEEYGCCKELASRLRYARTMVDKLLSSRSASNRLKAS
sEH inhibitor: soluble epoxide hydrolase inhibitors, primary screen, biochemical, human sEH; recombinant human sEH enzymatic activity assay; inhibition, % at 2 µM; actives 0.34% (n = 91,000); AID 707, 2007; in the data active = inhibition above about 80%; also: values of inactives mirror those of a sister screen read the other way; many of its hits are not listed in these tables
F-actin modifier: modifiers of F-actin cytoskeleton organization, primary screen, imaging, HUVEC, phalloidin staining, high-content imaging | actives 0.18% (n = 91,000) | inhibition, % at 2 µM | HUVEC TNFa F-actin phalloidin imaging;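 active = inhibition above the batch mean plus 3 SD and confirmed as a hit by visual image inspection, cut at about 30% in these data, passing the limit was not always enough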; also: strong numbers were not always called active
Ecoli WT expand: growth inhibitors of wild-type E. coli, primary screen, strain BW25113, expanded library, OD600 | actives 0.15% (n = 98,000) | AID 710, 2007 | OD600 absorbance | growth inhibition, % at 100 µM;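 active = growth inhibition above about 50% at one test dose, limit read from the data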;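 also: growth measured after 20 h incubation at 37 °C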
PLK1 PBD inh: Plk1 polo box domain binding inhibitors, primary screen, biochemical, fluorescence polarization; Plk1 PBD phosphopeptide binding; inhibition, %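 (tested at about 20 µM)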; actives 0.13% (n = 97,000); AID 693, 2007; in the data active = inhibition above about 34%, passing the limit was not always enough
VCAM1 TNFa inh: inhibitors of TNFa-induced VCAM1 expression, primary screen, imaging, HUVEC, TNFa stimulus, immunofluorescence. HUVEC TNFa-induced VCAM-1 immunofluorescence, high-content imaging. inhibition, % at 2 µM. actives 0.48% (n = 95,000). AID 802, 2007;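 active = inhibition above the batch mean plus 3 SD, with images confirmed as a hit by eye, cut at about 37% in these data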;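 also: 0% = TNF-stimulated DMSO wells and 100% = unstimulated control wells; not every result past the cut was called active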
DAT uptake mod: changed hDAT dopamine uptake under cocaine IC80, either direction, primary screen, cocaine antagonist project, cell-based, LLC-PK1 hDAT, [14C]-dopamine uptake, MLSMR; Sodium-dependent dopamine transporter (Homo sapiens), Q01959; LLC-PK1 hDAT cells, [14C]-dopamine uptake with cocaine IC80; actives deviate in either direction; B-score at 10 µM; actives 1.3% (n = 110,000); AID 449768, 2010;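 active = Z score or B-score, a plate-position-corrected score, falls beyond the plate's 99.7% confidence bounds, in either direction; inactive = both scores lie inside the 99.7% bounds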;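 also: scored against the spread of the other compound wells on the same plate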
IL1B cytotox: cytotoxicity in IL-1B stimulated HUVEC, primary screen, cytotoxicity control for IL-1B NFkB translocation project, imaging, Hoechst nuclear count, IL-1B stimulus | HUVEC cell count loss | AID 845, 2007 | cell count reduction, % at 2 µM | actives 0.41% (n = 94,000);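 active = cell count reduction more than 3 SD above the screen-wide mean, cut at about 70% in these data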;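 also: normalized per plate to untreated control cells as the no-loss baseline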
* = called active by the depositor; · = no result given. An excerpt; the hit share may differ from the screen's.

SMILES | HUVEC tox TNFa | PLK1 inh | sEH inhibitor | F-actin modifier | Ecoli WT expand | PLK1 PBD inh | VCAM1 TNFa inh | DAT uptake mod | IL1B cytotox
CC(=O)Oc1ccc2c(C)cc(=O)oc2c1 | -13.3 | -14.0 | -17.6 | 1.5 | 18.0 | 12.0 | -1.1 | 0.027 | 9.5
COc1ccc(C(=O)c2ccccc2)c(O)c1 | · | 0.5 | -0.1 | · | 3.0 | 8.0 | · | 0.287 | -2.9
